Bioassay records as filed in PubChem.
RAD54 inh: inhibitors of human RAD54 branch migration, primary screen, biochemical, fluorescence, single point | DNA repair and recombination protein RAD54-like (Homo sapiens), Q92698 | RAD54 Holliday junction branch migration, FAM/BHQ fluorescence | 360,000 tested, 0.14% active | inhibition, % at 10.4 µM;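 active = mean normalized replicate activity at least 40 and at least half of replicates scoring 40 or more; inconclusive = only one of the two criteria met; inactive = mean below 40 and under half of replicates reaching 40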;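 also: 0% = median of neutral control wells and 100% = median of positive control wells; inhibitors cause a drop in the FAM fluorescence signal; in these data hits start at about 50%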
RAD52 anneal inh: RAD52 DNA annealing inhibitors, primary screen, biochemical, FRET, single point, set 2; AID 651710, 2012; recombinant RAD52 DNA annealing, FRET fluorescence; 360,000 tested, 0.46% active; DNA repair protein RAD52 homolog (Homo sapiens), P43351; inhibition, % at 18.7 µM;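 active = every replicate showing at least 50% inhibition; inconclusive = mean inhibition at least 50% but not in every replicate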
Target sequence (P43351 whole entry, looked up): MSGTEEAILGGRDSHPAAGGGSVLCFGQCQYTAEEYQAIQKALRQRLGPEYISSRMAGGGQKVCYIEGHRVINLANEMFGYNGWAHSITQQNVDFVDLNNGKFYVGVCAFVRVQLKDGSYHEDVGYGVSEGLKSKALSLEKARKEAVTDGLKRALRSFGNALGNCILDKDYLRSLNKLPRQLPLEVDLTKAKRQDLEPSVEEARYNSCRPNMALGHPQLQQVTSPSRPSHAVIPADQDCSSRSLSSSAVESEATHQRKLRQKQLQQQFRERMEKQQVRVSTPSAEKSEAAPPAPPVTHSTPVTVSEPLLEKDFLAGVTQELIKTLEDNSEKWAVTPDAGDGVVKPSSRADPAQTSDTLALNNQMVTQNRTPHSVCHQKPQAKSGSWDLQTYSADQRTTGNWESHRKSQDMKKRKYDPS
XiGFP reactiv: activators of inactive X chromosome reactivation, primary screen, imaging, XiGFP fibroblasts, GFP high-content imaging, set 2; activation, % at 7.58 µM; 360,000 tested, 0.055% active; XiGFP mouse fibroblasts, % GFP-positive cells imaging, 3 d; cells co-treated with 5-aza-dC sensitizer; scaled so ellipticine positive control = 100%; AID 743238, 2013;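 active = mean normalized replicate activation at least 10% and every replicate at or above 10%; inconclusive = only one of the two criteria met; inactive = mean below 10% and not all replicates reach 10%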;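 also: 0% = median of on-plate neutral control wells and 100% = ellipticine 6 µM median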
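Material: XiGFP fibroblasts, SV40-immortalized; Buffer or medium: DMEM containing 5-aza-dC; Compound dosing: single point; Times: 3 days compound exposure.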
ERp5 block: inhibitors of ERp5-driven insulin aggregation, primary screen, biochemical, turbidity, absorbance 650 nm, single point | inhibition, % at 9.99 µM | 350,000 tested, 0.05% active | AID 651711, 2012 | Protein disulfide-isomerase A6 (Homo sapiens), Q15084 | 90 min;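 active = mean replicate inhibition above about 25%, with every replicate also reaching it, limit read from the data, passing the limit was not always enough; inconclusive = only one of those two criteria met; inactive = neither criterion met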
Target sequence (Q15084 whole entry, looked up): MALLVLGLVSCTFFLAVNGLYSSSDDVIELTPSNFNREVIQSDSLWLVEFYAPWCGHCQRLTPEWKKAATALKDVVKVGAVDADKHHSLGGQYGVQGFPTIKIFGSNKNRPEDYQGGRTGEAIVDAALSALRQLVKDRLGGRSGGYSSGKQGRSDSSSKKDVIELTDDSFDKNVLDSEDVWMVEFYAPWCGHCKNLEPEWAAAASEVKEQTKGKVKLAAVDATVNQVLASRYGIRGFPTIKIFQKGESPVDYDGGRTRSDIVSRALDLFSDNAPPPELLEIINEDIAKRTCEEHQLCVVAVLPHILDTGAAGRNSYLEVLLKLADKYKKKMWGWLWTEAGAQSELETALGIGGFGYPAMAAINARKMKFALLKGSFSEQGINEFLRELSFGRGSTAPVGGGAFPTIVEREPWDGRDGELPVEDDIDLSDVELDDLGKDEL
E-sel inducer: E-selectin induction in HUVECs, primary screen, imaging, HUVEC, immunofluorescence imaging, single point; 260,000 tested, 0.37% active; activation, % at 7.58 µM; normalized: neutral wells 0, TNF-alpha wells 100;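 active = mean E-selectin-positive cell signal at least 10% of the positive control, reached in at least 60% of replicates, without over 20% cell loss; inconclusive = no rule given, readout overlaps actives, possibly toxicity-flagged; inactive = the rest, including those meeting only one limit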;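 also: in these data hits start at about 27%; measured in HUVEC primary endothelial cells; signal is the percent of cells scored E-selectin positive by PE staining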
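System: HUVEC, human umbilical vein endothelial cells; quantity: 3,000 cells/well; buffer or medium: EGM-2 medium, gelatin-coated wells; dosing: single-point compound dose; detection: immunofluorescence imaging; evaluation: % PE-positive cells; benchmarks: TNF-alpha, DMSO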
esBAF inh: Bmi1 luciferase reporter increase in mESCs, primary screen, esBAF inhibitor project, mouse ES cells, Bmi1 luciferase knock-in, single point; 24 h; 100% = twice the neutral-well signal; reporter increase, % at 12.5 µM; 350,000 tested, 2% active; in the data active = activation above about 40%; inconclusive = no clear call, values can overlap the other calls;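 also: 0% = median of the plate's neutral control wells and 100% = double that signal; a rise in the Bmi1 reporter signal indicates esBAF inhibition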
ERAP1 HTS inh: human ERAP1 aminopeptidase inhibitors, primary screen, biochemical, single point, plate reader; Endoplasmic reticulum aminopeptidase 1 (Homo sapiens), Q9NZ08; inhibition, % at 10.7 µM; AID 652197, 2013; recombinant ERAP1, Leu-AMC fluorescence, 60 min; 340,000 tested, 0.15% active;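 active = mean replicate inhibition of at least 30%, or all replicates individually reaching that 30% level; inactive = mean below 30% and not every replicate reaching it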;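 also: 0% = neutral control wells and 100% = L-leucinethiol positive control wells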
S100A4 inh HTS: inhibitors of S100A4-myosin IIA peptide binding, primary screen, biochemical, fluorescence polarization, TAMRA-MyoIIA peptide | 360,000 tested, 0.14% active | AID 652163, 2013 | inhibition, % at 10.7 µM;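 active = mean inhibition of at least 70% across replicates, with every replicate also reaching that level; inconclusive = mean inhibition reaches 70% but some replicates fall short; inactive = mean inhibition below 70%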
Target sequence (P26447 whole entry, looked up): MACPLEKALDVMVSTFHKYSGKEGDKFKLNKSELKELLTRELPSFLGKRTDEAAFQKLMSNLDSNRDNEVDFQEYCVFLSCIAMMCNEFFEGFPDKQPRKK
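assay system = human S100A4 monomer with TAMRA-labelled myosin IIA peptide | also added = labelled myosin peptide probe, 5 nM | incubation = 5 min between mix addition and reading | control set = DMSO and TFP controls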
Starred values were filed as active, the others as inactive; ? = inconclusive; / = not tested or not shown.

canonical_smiles	RAD54 inh	RAD52 anneal inh	XiGFP reactiv	ERp5 block	E-sel inducer	esBAF inh	ERAP1 HTS inh	S100A4 inh HTS
CCCc1nc2nc(C)c(NS(=O)(=O)c3ccc4c(c3)CCCC4)c(=O)n2[nH]1	3	-13	0.1	25	/	-4	-1	2
CC(C)NC(=O)N(C)C[C@H]1Oc2cc(C#C[C@@H](C)O)ccc2S(=O)(=O)N([C@@H](C)CO)C[C@H]1C	6	-13	0.2	-3	1.0	-1	0	-5
C[C@@H]1CN([C@@H](C)CO)C(=O)c2c(c3ccccc3n2C)-c2ccccc2CO[C@H]1CN(C)S(=O)(=O)c1cccc(F)c1	-34	8	-0.2	1	9.3	-1	1	-4
CCN(CC)c1ccc(/C=N/N2CCN(Cc3ccccc3Cl)CC2)cc1	11	0	0.0	-9	/	0	-1	15
Cn1nc(NC(=O)CC23CC4CC(CC(C4)C2)C3)c2c(F)cccc21	/	-11	0.3	3	9.2	-6	0	-3
C[C@@H]1CN([C@@H](C)CO)C(=O)c2cc(NS(=O)(=O)c3cccs3)ccc2O[C@H]1CN(C)CC1CCCCC1	-9	14	0.2	-4	0.7	2	-4	24
C[C@@H]1CN([C@@H](C)CO)C(=O)c2cccc(NC(=O)c3ccc(-c4nccs4)cc3)c2O[C@H]1CN(C)CC1CCCCC1	0	23	0.1	11	-0.3	0	-2	3
Cc1cccc(C)c1NC(=O)CN(C)C(=O)c1ccc(COc2ccccc2)cc1	1	-16	-0.1	2	-0.1	43*	-4	-4
N#Cc1ccc(-c2ccc([C@H]3[C@@H](CO)N4C(=O)CN(C(=O)C5CCCC5)C[C@@H]34)cc2)cc1	/	5	0.1	4	0.0	/	1	0
Cc1noc(C)c1NC(=O)Nc1ccc2c(c1)C(=O)N([C@H](C)CO)C[C@H](C)[C@H](CN(C)CC1CC1)O2	2	4	0.2	6	-0.2	0	-1	-8
CCOc1ccc(NS(=O)(=O)c2ccc(C(=O)N3CCCCCC3)cc2)cc1	6	-1	0.3	7	/	/	-1	1
O=C(CSc1nc2cc(Cl)ccc2c(=O)n1Cc1ccco1)Nc1ccc(S(=O)(=O)N2CCOCC2)cc1	/	-9	0.4	4	-2.7	/	1	3
O=C(CCS(=O)(=O)c1ccccc1)N1CCN(c2ccccc2)CC1	-10	-10	0.1	1	0.1	20	-2	-2
C[C@H](CO)N1C[C@H](C)[C@H](CN(C)Cc2ccc(C(F)(F)F)cc2)OCc2ccccc2-c2c(n(C)c3ccccc23)C1=O	/	14	0.0	-6	2.4	/	-6	-3
O=C(Nc1ccc(F)cc1)N1C[C@@H]2[C@H](c3ccccc31)[C@H](CO)N2C(=O)c1ccc(F)cc1	-21	-5	0.0	6	0.1	4	-1	5
C=CCn1c(CSCc2ccccc2)nnc1SCC(=O)N1CCN(c2ccccc2)CC1	/	-26	0.0	-9	0.0	/	9	-1
CN(C)CCN(C(=O)c1ccc2ccccc2c1)c1nc2cc3c(cc2s1)OCO3	33	67*	0.0	1	0.0	-1	19	1
Cc1ccc(CCNC(=O)c2cc(S(=O)(=O)N3CCOCC3)cn2C)cc1	17	-12	-0.1	-7	/	0	0	-1
O=C1C(=O)c2cccnc2-c2ncccc21	/	42	-0.1	6	0.1	/	11	-2
CCCC(=O)NCCc1cc2ccc(C)c(C)c2[nH]c1=O	1	16	0.0	-1	0.7	8	2	-5
CCCOCCOC(=O)C1=C(C)NC(=O)NC1c1cc(Cl)c(O)c(OC)c1 (centres undefined)	-14	-21	/	-2	/	-7	8	-2
COc1ccc(CC(=O)Nc2ccc(C)c(S(=O)(=O)N3CCCCCC3)c2)cc1	-5	-35	0.0	0	-0.4	-12	-8	-6
C[C@@H]1CN([C@@H](C)CO)C(=O)c2cc(C#Cc3ccccc3F)cnc2O[C@@H]1CN(C)C(=O)C1CCOCC1	-3	8	-0.7	-2	0.0	2	-4	12
CCC[C@@H]1C[C@@]1(CCC)[C@@H](NC(=O)c1ccccc1)c1ccc(C(=O)OC)cc1	3	-6	1.3	-1	-0.1	7	/	-14
COC(=O)[C@]12C[C@H](CC(=O)NCCCN3CCCC3=O)C(=O)N(Cc3ccc4c(c3)OCO4)C1=C[C@H](C(C)(C)C)O[C@@H]2C	/	-5	-0.1	-6	-0.2	/	0	-2

Two compounds picked at random from those above, as already listed:
canonical_smiles	RAD54 inh	RAD52 anneal inh	XiGFP reactiv	ERp5 block	E-sel inducer	esBAF inh	ERAP1 HTS inh	S100A4 inh HTS
N#Cc1ccc(-c2ccc([C@H]3[C@@H](CO)N4C(=O)CN(C(=O)C5CCCC5)C[C@@H]34)cc2)cc1	/	5	0.1	4	0.0	/	1	0
C[C@@H]1CN([C@@H](C)CO)C(=O)c2c(c3ccccc3n2C)-c2ccccc2CO[C@H]1CN(C)S(=O)(=O)c1cccc(F)c1	-34	8	-0.2	1	9.3	-1	1	-4

Later entries:
canonical_smiles	RAD54 inh	RAD52 anneal inh	XiGFP reactiv	ERp5 block	E-sel inducer	esBAF inh	ERAP1 HTS inh	S100A4 inh HTS
COc1ccc(Br)c(-c2nnc(CS(=O)(=O)c3ccccc3)o2)c1	-2	-7	0.0	0	0.0	?	2	-3
Cc1ccc(C(=O)OCC(=O)N(C)c2ccccc2)cc1C	-3	-3	0.1	0	/	-2	0	-2
COc1ccc2c(c1)c([C@@H]1[C@H](C)[C@H]3CCCC[C@H]3CN1S(=O)(=O)c1ccc(C)cc1)cn2C	-5	-6	-0.2	3	1.1	6	1	-2
CCCCOC(=O)c1ccc(NC(=O)COC(=O)C2CC2C)cc1 (centres undefined)	7	-34	-0.1	5	0.0	13	-4	0
O=C(NCc1ccccc1)[C@H]1CCCN1C(=O)[C@H]1CCCN1C(=O)c1cccs1	/	-6	0.0	-5	0.1	/	0	1
Cc1cc(-c2nnc(SCC(=O)Nc3cccc(F)c3)n2N)n[nH]1	-6	-11	0.1	/	/	1	6	1
CS(=O)(=O)c1ccc(Cl)c(NC(=O)COC(=O)c2cccc(S(=O)(=O)N3CCCC3)c2)c1	-6	-11	0.0	0	-0.1	-1	-2	8
O=C(NCCOCCNC(=O)OCc1ccccc1)OCc1ccccc1	7	-17	0.0	-1	/	-3	-1	-1
O=C(N[C@@H]1CC[C@@H](CCn2cc(-c3ccccc3)nn2)O[C@H]1CO)c1ccccc1F	1	-3	0.5	5	0.4	3	3	-3
CCCC#Cc1ccc2c(c1)O[C@H](CN(C)Cc1ccncc1)[C@H](C)CN([C@@H](C)CO)S2(=O)=O	1	-26	-0.8	-6	0.1	-3	-2	-2
Cc1noc(C)c1NC(=O)Nc1ccc2c(c1)C(=O)N([C@@H](C)CO)C[C@@H](C)[C@H](CN(C)C(=O)Nc1c(C)noc1C)OCCCC[C@@H](C)O2	-4	1	0.2	2	-0.4	-2	-5	1
CC1CCCCN1CCCNC(=O)c1ccc(NC(=O)C2=CSCCO2)cc1 (centres undefined)	0	-6	0.0	1	/	-2	-1	-2
CSc1nc(-c2ccccc2)c(C#N)c(=O)n1C	4	-8	0.0	-2	/	-6	4	-2
CN1CCC(N2CCN(C3CN(Cc4cn(Cc5ccc(C(F)(F)F)cc5)nn4)S(=O)(=O)C3)CC2)CC1 (centres undefined)	/	-14	0.0	-9	3.1	/	/	-1
Cc1cc(C)cc(N(CC(=O)NC2CCCC2)C(=O)CNC(=O)c2ccco2)c1	4	-3	0.2	4	4.4	-5	0	-4
CC(=O)Nc1scc(-c2ccccc2)[n+]1-c1ccc(C)cc1	/	-5	0.1	-2	/	/	0	-8
OCC[C@@H]1C[C@H](O)[C@@H](O)[C@]2(OCc3ccc(CO)cc32)O1	0	-2	0.1	4	0.0	-5	0	-2
CC(=O)C1=C(C)Nc2ncnn2C1c1ccccc1F (centres undefined)	1	-6	-0.1	-12	-1.4	-1	0	-4
O=C(NCC(=O)N1CCN(c2ccccc2O)CC1)c1ccc(Br)o1	3	-17	0.0	6	-2.2	11	4	-2
Cc1sc2nc(CSCC(=O)N(C)c3ccccc3)[nH]c(=O)c2c1C	-10	-19	-0.2	0	1.1	/	9	-24
CN(CC(=O)Nc1ccccc1C(F)(F)F)C(=O)c1cc(Cl)nc2ccccc12	/	-3	0.0	-2	-0.1	-2	-6	-1
O=C(C1CCCCC1)N1CC(=O)N2[C@H](CO)[C@H](c3ccc(-c4cccnc4)cc3)[C@@H]2C1	/	-3	0.2	-3	0.2	/	0	23
O=C1NC(Cc2ccccc2)c2nc3cc(F)ccc3c(=O)n2-c2ccccc21 (centres undefined)	/	0	0.0	-3	-0.6	/	0	-1
COC(=O)[C@H]1C[C@H](OC(=O)NC2CCCC2)[C@@]2(O)CN(S(=O)(=O)c3ccc(C)cc3)CC2[C@H]1C(=O)OC (some centres undefined)	-9	-8	0.6	1	/	-10	1	7
CC(=O)OCCN(CCCn1c(-c2ccncc2)nc2ccccc21)c1nc(-c2ccc(C)cc2)cs1	1	-21	0.1	6	0.0	30	-2	-4
N#C[C@@H]1[C@@H](c2ccccc2)[C@H](CO)N1C(=O)c1cccnc1	0	-6	0.1	-5	0.9	-3	-1	4
COC(=O)N/N=C\c1cc2c(cc1Br)OCO2	11	-14	0.0	-4	/	0	-2	-1
CC(=O)c1ccc(NC(=O)Cn2cnc(S(=O)(=O)N3CCCCC3)c2)cc1	7	-11	0.1	-2	/	1	-2	-2
Cc1ccc(NC(=O)NC2CC(=O)N(c3ccc4c(c3)OCCO4)C2)c(C)c1 (centres undefined)	/	-16	0.1	-3	/	/	-1	4
Cc1cc(OCC(=O)NNC(=O)c2cccs2)ccc1Br	8	-1	0.2	0	0.3	1	-2	1
CCOC(=O)c1cn2c(C)cccc2n1	/	-1	0.0	-1	/	/	-3	-2
COc1ccc(NC(=O)N2CCCC2C(=O)NCCc2ccccc2)cc1 (centres undefined)	2	1	0.0	-2	0.0	16	0	0
COc1cc(OC)cc(-c2c(-c3ccsc3)c3cc(Br)ccc3n2C)c1	3	-9	0.0	5	/	-3	4	-5
C[C@@H]1CN([C@H](C)CO)C(=O)c2cc(C#CC3CCCCC3)cnc2O[C@H]1CN(C)C(=O)c1ccncc1	-4	-8	0.4	1	0.0	6	1	-44
NC(=O)Cc1nc2scc(-c3ccc(Cl)cc3)c2c(=O)[nH]1	-1	-17	0.1	8	/	2	12	-5
O=C(Nc1nc(-c2ccc3c(c2)OCO3)cs1)C1CC1	-7	-18	0.3	5	0.0	7	5	6
Cc1oc2c(c(C)cc3oc(=O)c(CC(=O)N[C@H](C(=O)O)C(C)C)c(C)c32)c1C	15	-10	0.0	3	/	0	35*	-8
Cc1c(C(=O)Nc2cccc(Cl)c2)oc2ccc(S(=O)(=O)N3CCC4(CC3)OCCO4)cc12	-6	-12	/	3	/	-4	1	0
